AT treatment: qHTS Assay for Identifying a Potential Treatment of Ataxia-Telangiectasia; […] A-T fibroblasts, KAP-1 phosphorylation AlphaLISA; neocarzinostatin DNA damage 30 min before lysis; Potency, µM (titrated, usually from 57.5 µM), inactives show at the highest dose activation, hits mostly activators; 320,000 tested, 0.19% active; AID 485349, 2010; further: potency means the concentration at half of the fitted maximal effect; % of control where 0% means no effect; nearly all actives have a fitted effect of over 45% in size
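hTERT-immortalized A-T patient fibroblasts ([…]), 500 cells/well in OPTI-MEM, 1% FBS, got compounds for 60 min, then NCS for 30 min at 37C. Lysates were then assayed for phospho-KAP-1 by AlphaLISA (anti-pKAP1 donor, anti-KAP1 acceptor beads), 6 hr at 25C.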
MBNL1-CUG inh: qHTS Assay for Inhibitors of MBNL1-poly(CUG) RNA binding; Muscleblind-like protein 1 (Homo sapiens), Q9NR56; TR-FRET MBNL1-His/biotin-(CUG)12 binding, 665/545 ratio; Potency, µM (titrated, usually from 57.5 µM), without a hit: at the highest dose activity change, negative = inhibition, usual class: inhibitors; 280,000 tested, 0.036% active; AID 2675, 2010; active means well fitted inhibition curve with a large enough effect in the signal ratio, with a control signal flat, not every such curve was filed as active; inconclusive means small, poorly fitted or top-dose-only effect, or effect the other way, or a change in a side signal; inactive means no such curve, though single readings can be large or run the other way; the % refers to the signal ratio; further: potency means the concentration at half of the fitted maximal effect; on the % scale 0 is the no-effect control and ±100 the full control effect
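Inhibition of protein-RNA binding appears as loss of TR-FRET between terbium anti-His antibody on MBNL1-His and streptavidin-XL665 on biotin-(CUG)12. Activity is normalized to buffer-only and uninhibited-complex controls.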
S-ASM inh: Inhibitors of Secretory Acid Sphingomyelinase (S-ASM): qHTS. Sphingomyelin phosphodiesterase (Homo sapiens), P17405. placental ASM, HMU-PC fluorogenic substrate, 60 min. Potency, µM (doses to about 57.5 µM), for the others: at the top dose activity change, negative = inhibition, actives largely listed as inhibitors. 340,000 tested, 0.006% active. AID 504937, 2011; further: potency means the concentration at half of the fitted maximal effect
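qHTS format. ASM enzyme prepared from human placenta hydrolyses the fluorogenic substrate HMU-PC0 (9 uM final) over 60 min at 37 °C after a 10 min compound preincubation.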
CXXC DNA block: qHTS Fluorescence Polarization Assay for Inhibitors of MLL CXXC domain - DNA interaction. Histone-lysine N-methyltransferase 2A (Homo sapiens), Q03164. MLL-CXXC / FITC-HOXA9 DNA fluorescence polarization. Potency, µM (titrated, usually from 115 µM), inactives show at the top dose activity change, negative = inhibition, usual class: inhibitors. 290,000 tested, 0.037% active. AID 2662, 2010; active means well fitted inhibition curve with a large enough effect in the polarisation, with a control signal flat, not every such curve was filed as active; inconclusive means small, poorly fitted or top-dose-only effect, or effect the other way, or a change in a side signal; inactive means no such curve, though single readings can be large or run the other way; the % refers to the polarisation; further: potency means the concentration at half of the fitted maximal effect
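Fluorescence polarization: 7 uM MLL-CXXC (stock) preincubated 5 min with compounds, then 50 nM fluorescein-HOX-A9 DNA (stock) added; 30 min ambient. Buffer 50 mM Tris-HCl pH 7.5, 50 mM NaCl, 1 mM DTT, 0.05% BSA.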
TCR activator: Activators of T cell receptors: qHTS campaign | 330,000 tested, under 10 active | Potency, µM (series often up to 9.22 µM), inactives show top-dose activation of IL-2 secretion, most hits filed as activators | primary human leukocytes, anti-CD3, IL-2 HTRF, 48 h; further: % of control where 0% means no effect
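Readout: HTRF IL-2, Eu-cryptate/d2 antibody pair, 320nm excitation, 665nm emission. Stimulus: a-CD3 beads, no co-stimulation. Cells: primary human leukocytes. Exposure: 48 hr with compound.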
PTAP TSG101 blk: qHTS Assay for Iinhibitors of HIV-1 Budding by Blocking the Interaction of PTAP/TSG101; Fluorescence polarization, FITC-PTAP peptide / Tsg101 binding; Potency, µM (top dose mostly 115 µM), for inactives: top-dose activity change, negative = inhibition, most hits filed as inhibitors; 340,000 tested, under 10 active; AID 493005, 2010; active means well fitted inhibition curve with a large enough effect in the main read-out, with a control signal flat, not every such curve was filed as active; inconclusive means small, poorly fitted or top-dose-only effect, or effect the other way, or a change in a side signal; inactive means no such curve, though single readings can be large or run the other way; further: potency means the concentration at half of the fitted maximal effect; % of control where 0% means no effect
Target sequence (Q99816 whole entry, looked up): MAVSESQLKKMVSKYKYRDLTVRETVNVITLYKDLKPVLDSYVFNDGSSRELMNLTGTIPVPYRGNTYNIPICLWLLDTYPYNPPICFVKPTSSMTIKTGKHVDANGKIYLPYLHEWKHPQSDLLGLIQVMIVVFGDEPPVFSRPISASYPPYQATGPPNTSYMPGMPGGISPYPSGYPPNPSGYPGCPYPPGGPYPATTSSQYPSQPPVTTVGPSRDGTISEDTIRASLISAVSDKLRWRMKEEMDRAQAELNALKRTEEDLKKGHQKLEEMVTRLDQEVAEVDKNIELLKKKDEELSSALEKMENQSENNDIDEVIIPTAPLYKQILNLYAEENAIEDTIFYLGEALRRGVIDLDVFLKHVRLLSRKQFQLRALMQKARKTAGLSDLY
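FP read-out: FITC-PTAP peptide, 50 nM final, binding Tsg101 binding domain, 10 uM final; 20 min, r.t.; 10 mM HEPES pH 7.5, 0.15 M NaCl, 0.01% Tween 20, 3 mM EDTA, 0.1 mM TCEP.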
Integrin act MD: qHTS for Activators of Integrin-Mediated Alleviation for Muscular Dystrophy; alpha7betagal myoblasts, beta-gal FDG fluorescence, 48 h; Potency, µM (top dose mostly 38.3 µM), without a hit: at the top dose activation, most hits filed as activators; 350,000 tested, 0.064% active;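 further: potency means the concentration at half of the fitted maximal effect; 100% = response of the positive control SU9516; nearly all actives have a fitted effect of over 60% in size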
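Alpha7betagal+/- myoblasts (passage 13) were plated 16-24 hr, then exposed to compounds (1:260 dilution of DMSO stock) for 48 hours at 37C. After MPER lysis, β-galactosidase reporter activity was read as FDG fluorescence (ex 480/em 540) after 30 minutes.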
Menin-MLL TR inh: qHTS Assay for Inhibitors Targeting the Menin-MLL Interaction in MLL Related Leukemias: Competition With Texas Red Labeled MLL-derived Mutant Peptide. O00255. Menin + Texas Red MLL mutant peptide, fluorescence polarization. Potency, µM (titrated, usually from 61.6 µM), for the others: top-dose FP activity change, negative = inhibition, usual class: inhibitors. 270,000 tested, 0.23% active. AID 1768, 2009; active means well fitted inhibition curve with a large enough effect in the polarisation, with a control signal flat, not every such curve was filed as active; inconclusive means small, poorly fitted or top-dose-only effect, or effect the other way, or a change in a side signal; inactive means no such curve, though single readings can be large or run the other way; the % refers to the polarisation; further: potency means the concentration at half of the fitted maximal effect; % of control where 0% means no effect; many of its hits are not listed in these tables
Target sequence (O00255 whole entry, looked up): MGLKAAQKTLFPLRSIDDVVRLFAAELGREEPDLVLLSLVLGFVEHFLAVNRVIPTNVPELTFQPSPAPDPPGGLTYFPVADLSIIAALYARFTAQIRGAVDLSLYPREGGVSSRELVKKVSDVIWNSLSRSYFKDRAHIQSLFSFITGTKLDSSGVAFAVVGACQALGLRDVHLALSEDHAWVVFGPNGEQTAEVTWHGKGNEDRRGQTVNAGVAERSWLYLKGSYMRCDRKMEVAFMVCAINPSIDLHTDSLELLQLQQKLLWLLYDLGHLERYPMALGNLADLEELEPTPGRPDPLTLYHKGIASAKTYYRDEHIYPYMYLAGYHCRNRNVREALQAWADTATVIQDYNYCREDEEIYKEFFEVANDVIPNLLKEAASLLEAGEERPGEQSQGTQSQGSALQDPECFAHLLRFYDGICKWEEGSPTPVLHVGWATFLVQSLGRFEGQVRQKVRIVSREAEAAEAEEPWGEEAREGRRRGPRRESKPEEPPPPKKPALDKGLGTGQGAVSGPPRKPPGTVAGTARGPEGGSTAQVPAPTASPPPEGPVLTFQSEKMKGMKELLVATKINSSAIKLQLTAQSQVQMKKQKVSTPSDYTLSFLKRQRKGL
Mito fusion yeast: qHTS Assay for Small Molecule Inhibitors of Mitochondrial Division or Activators of Mitochondrial Fusion; S. cerevisiae fusion-defective mutant growth rescue, CellTiterGlo 48 h; Potency, µM (top dose mostly 46.1 µM), inactives show at the highest dose growth rescue (activation), usual class: activators; 320,000 tested, 0.23% active; AID 485298, 2010;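 further: potency means the concentration at half of the fitted maximal effect; % of control where 0% means no effect; nearly all actives have a fitted effect of over 45% in size; temperature-sensitive fusion mutants such as fzo1-1 at 37 °C on non-fermentable ethanol glycerol medium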
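Luminescent cell viability in 1536-well qHTS format served as the measure of rescued growth in ts fusion-mutant S. cerevisiae cultured on non-fermentable YPEG for 48 hours at 37C.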
TSHR antag: Antagonists of the Thyroid Stimulating Hormone Receptor: HTS campaign; 330,000 tested, 0.2% active; TSHR-expressing cells, TSH-stimulated cAMP HTRF, 2 h; active compounds read low; Thyrotropin receptor (Homo sapiens), P16473; activity change, negative = inhibition, % at 11.5 µM;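 active means activity change below a set negative limit, meaning inhibition stronger than a set level, cut at about -70% in these data; inconclusive means activity change between two set negative limits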; further: on the % scale 0 is the no-effect control and ±100 the full control effect
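Freshly harvested TSHR cells receive pin-tooled compound, then EC80 TSH at 4nM final. After 2 hours at 37 deg C, antibody in lysis buffer and cAMP-d2 are added; 30 minutes at ambient temperature precede the HTRF read.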
Starred values were filed as active, the others as inactive; ? = inconclusive; nt = no result given; & = joins results of further samples; [ ] = remark or other dose. Unless noted, the call rests on the fitted dose curve; in most records, active means well fitted curve in the direction sought with a large enough effect; inconclusive means small, poorly fitted or top-dose-only effect, or another doubt; inactive means no such curve, though single readings can be large; an effect the other way counts as inactive or inconclusive. This is a subset. The share of hits here may be higher or lower than overall.

Compound	PTAP TSG101 blk	TSHR antag	Integrin act MD	S-ASM inh	CXXC DNA block	Menin-MLL TR inh	MBNL1-CUG inh	AT treatment	Mito fusion yeast	TCR activator
COc1ccc(N2CCN(C(=O)c3ccc4c(c3)NC(=O)C(CSCc3cccc(F)c3)N4)CC2)cc1 (stereo not drawn)	nt	-12.9	nt	nt	11.6%	nt	11.4%	-6.1%	-2.1%	nt
COC(=O)CNC(=O)c1c(-c2ccccc2Cl)noc1C	-4.9%	-6.6	10.3%	-2.0%	1.4%	15.5%	-4.2%	1.4%	-0.1%	11.6%
COc1ccccc1CNC(=O)C1CC2Cn3c(nc4ccccc43)C2N1C (stereo not drawn)	-0.6%	4.8	-11.3%	10.4%	2.4%	nt	0.6%	19.4%	-1.2%	-4.7%
COc1cc(NC(=O)c2ccc(Cl)cc2)c(Cl)cc1NC(=O)c1cccnc1	-6.4%	-5.7	38.6%	16.1%	-4.8%	22.9%	-10.7%	4.4%	-2.0%	-5.0%
COc1cccc(CNC(=O)CCC(=O)N2CC(C)Oc3ccccc32)c1OC (stereo not drawn)	1.4%	-4.3	-5.4%	4.8%	nt	-9.4%	8.5%	9.0%	1.0%	-2.2%
O=C(NC1C2CCCC1CN(C1CC1)C2)c1ccc(Cl)cc1 (stereo not drawn)	0.8%	-22.8	11.1%	4.5%	18.0%	-15.2%	0.7%	-1.1%	-0.1%	3.5%
COc1ccccc1NC(=O)CCCC(=O)OCC(F)(F)C(F)F	-11.2%	-0.4	27.1%	2.3%	-4.1%	5.6%	-0.6%	-1.4%	-1.0%	-1.0%
COCCCNC(=O)COc1ccc(S(=O)(=O)Nc2ccccc2)cc1	-3.7%	7.5	9.1%	3.5%	-6.3%	7.0%	-0.9%	-5.0%	2.4%	-4.7%
Cc1ccc(-c2nn(CC(=O)Nc3ccc4c(c3)nc3n4CCOC3)c(=O)c3ccccc23)cc1	-7.4%	34.6	-25.8%	-0.1%	11.8%	-11.2%	-0.7%	14.0%	-0.2%	0.4%
CCc1ccc(N2CC34C=CC(O3)C(C(=O)OC)C4C2=O)cc1 (stereo not drawn)	-0.9%	-2.4	4.5%	3.4%	5.7%	-1.8%	-12.9%	-9.7%	1.8%	1.7%[46.1 µM]
Cc1ccc(NC(=O)CCC(=O)n2nc(C)cc2C)c(C)c1	-4.5%	9.1	21.0%	-0.3%	-3.4%	-4.0%	-0.4%	-0.6%	-2.1%	nt
CC(=O)Oc1ccc(C(=O)N2c3ccccc3NC(=O)C2C)cc1 (stereo not drawn)	0.1%	-8.7	4.8%	-5.4%	-5.3%	1.3%	-3.1%	9.5%	0.4%	0.1%
Nc1nc(N)c2c(n1)CCCC2	-0.3%	3.8	3.9%	0.2%	-12.9%	nt	-9.1%	0.0%	-1.2%	4.7%
CC1(C)CC(NCc2ccccc2)CCO1 (stereo not drawn)	0.3%	2.5	1.9%	5.5%	2.8%	12.5%	2.7%	-5.7%	-1.7%	-15.8%
Cc1cccc(N2CCN(C(=O)CSc3ccsc3[N+](=O)[O-])CC2C)c1 (stereo not drawn)	-13.2%	8.2	-0.6%	-3.5%	10.5%	5.1%	nt	-9.6%	19.8%	-2.4%[46.1 µM]
Cc1nc(N)ncc1-c1ccc2c(c1)OCO2	-2.0%	-4.6	-2.2%	1.0%	-5.5%	9.5%	-12.4%	-5.3%	-13.6%	2.3%
CCN1C[C@@H]2[C@@H]3C(=O)N(Cc4ccccc4)C(=O)[C@@H]3[C@](Cc3ccccc3)(C(=O)OC)N2C1=NC	-0.9%	41.8	12.4%	3.9%	nt	nt	nt	-15.8%	nt	-1.4%[46.1 µM]
COc1cc(/C=C(\C#N)C(=O)NCC2CCCO2)ccc1OCC(=O)O (stereo not drawn)	1.1%	-3.2	-7.0%	-1.8%	3.3%	15.4%	17.7%	0.5%	2.4%	-6.6%
CCC(C)(C)NC(=O)C(c1ccc(C)cc1)N(Cc1cccs1)C(=O)c1ccc2c(c1)OCCO2 (stereo not drawn)	-4.5%	-8.4	5.1%	-0.7%	9.1%	-20.1%	13.4%	-4.2%	?	5.2%
CCC1C/C(=C/c2ccco2)C(=O)/C(=C/c2ccco2)C1 (stereo not drawn)	nt	-8.6	nt	nt	20.8%	22.2%	4.2%	9.4%	11.2%	-1.0%[46.1 µM]
CCN(C(=O)COC(=O)c1nc2nc(C)cc(C)n2n1)C1CCCCC1	-2.0%	-5.7	7.6%	4.3%	nt	nt	nt	5.3%	-3.7%	8.0%
Cn1c(-c2ccccc2)c(C(=O)CC#N)c2ccccc21	-6.7%	10.3	-1.0%	2.6%	-6.1%	-9.1%	-2.9%	5.0%	-9.7%	-6.5%
Cc1cccc(CSc2ncnc3nc[nH]c23)c1	-1.4%	-10.8	9.0%	2.8%	0.5%	-9.5%	-3.1%	7.4%	13.8%	-0.3%
O=C(Cc1ccccc1)c1c[nH]c(C(=O)NC2CCCC2)c1	-3.2%	-13.0	-26.9%	5.9%	-2.9%	11.3%	-4.9%	1.3%	-3.6%	5.1%
O=[N+]([O-])c1cccc(-c2nnc(C34CC5CC(CC(C5)C3)C4)o2)c1	-4.0%	2.8	5.3%	-4.9%	-4.2%	7.8%	8.1%	4.5%	-0.8%	-1.6%[46.1 µM]
CCOC(=O)c1cnn(-c2ccccc2)c1-n1cccc1C(=O)C(=O)Nc1ccc(F)cc1	-2.3%	-11.8	-3.3%	-6.0%	4.1%	-1.0%	3.9%	-5.3%	-15.9%	-1.4%
CC(=O)N1[C@H](Cc2ccccc2)C=C[C@]1(C)C(=O)NCc1ccc(C)o1	0.3%	-8.2	-9.8%	5.9%	11.4%	-1.1%&-15.4%	-26.8%	nt	-0.2%	5.7%
Cc1ccc2nc(-c3cc(-c4ccccc4)no3)cn2c1	-4.9%	-11.5	28.9%	1.9%	-4.2%	nt	6.3%	0.0%	-3.6%	-2.0%
S=C(NCCc1ccccc1)Nc1c(Cl)cccc1Cl	-2.6%	-12.0	22.9%	0.1%	6.2%	nt	1.0%	14.0%	-4.0%	-3.8%
CN(C)/C=N/c1nc2nccc(-c3ccccc3)n2n1	1.8%	8.6	1.3%	153.6%[activator]	10.9%	-5.7%	1.3%	5.9%	-7.8%	-1.6%
O=C(CCNC(=O)c1ccc(Br)cc1)NCCCN1CCCC1=O	-8.6%	-1.4	3.1%	0.3%	nt	nt	nt	-6.4%	-2.9%	1.6%
O=C(CNC(=O)N1CC(=O)Nc2ccccc21)Nc1ccccc1	-3.3%	8.1	27.2%	1.7%	33.6%[activator]	nt	-2.1%	2.9%	1.4%	-5.2%
CC(NC(=O)CCc1c[nH]c2ccccc12)c1ccccc1 (stereo not drawn)	-0.7%	-3.1	0.0%	1.4%	-5.9%	-17.4%	-5.3%	0.4%	6.3%	-1.3%
CC(C)(C)NC(=O)C[C@H]1C[C@H](C(=O)N2CCCCC2)[C@@]2(CCc3ccccc3)c3[nH]c4cc(-c5ccco5)ccc4c3CCN2C1=O	-4.5%	-5.8	5.3%	?	nt	nt	nt	0.9%	nt	1.8%[46.1 µM]
COc1ccc(C(=O)NCCNc2ccc([N+](=O)[O-])cc2)cc1	-5.3%	3.7	?	-7.5%	17.5%	15.1%	?	-3.0%	-0.8%	-4.0%
